Assay outcomes as filed in PubChem.
Mm-Cpn inhibitor – M. maripaludis TRiC chaperonin inhibition; 0.031% of 330,000 active; AID 504842; Potency, µM (top dose mostly 76.9 µM), for the others: top-dose activity, negative = inhibition, most hits filed as inhibitors; purified Mm-Cpn ATPase, ADP Transcreener TR-FRET; note: potency is the fitted concentration of half-maximal effect; % is set by controls: 0 for no effect and ±100 for the full control effect; nearly all actives have a fitted effect of over 80% in size
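ATPase turnover read by TR-FRET ADP competition (Eu cryptate antibody/ADP-d2, 665/590 nm): 10uM ATP final, 25nM Mm-CPN final, 30 min 37degC after 10-min compound preincubation, pH 7.4 Tris/KCl/MgCl2/DTT buffer.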
HepG2 viability – kills HepG2 cells in TGF-b inhibitor counter-screen; HepG2 CAGA-GFP viability, ATP luminescence, 18 h; Potency, µM (top dose mostly 46.1 µM), without a hit: at the highest dose activity change, negative = cytotoxicity, usual class: cytotoxic; 0.76% of 410,000 active; AID 588856; note: potency is the fitted concentration of half-maximal effect; some results filed as inactive show a strong effect at the top dose
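HepG2 CAGA-GFP cells (1000/well, DMEM with 1% FBS) received compound, then TGF-beta at 500 pg/mL final, and were incubated 18 hours at 37 degrees C. Viability was read by CellTiter-Glo luminescence. Media-only wells were set as complete cell-killing and DMSO as no toxicity.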
CCT chaperon mod – modulators of cytosolic chaperonin (CCT/TRiC) activity. purified chaperonin ATPase assay, HTRF ADP detection, 30 min. activity change, % (test concentration not listed), hits read low. 0.3% of 360,000 active. AID 651819; in the data active = activity change below about -30%; note: % is set by controls: 0 for no effect and ±100 for the full control effect
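Enzyme 40 or 20 nM (batch-dependent) in Tris pH 7.4/KCl/MgCl2/DTT; cpd 76 uM single point; ATP 10 uM; 30 min 37 °C; Transcreener ADP HTRF detection, 30 min RT; ratio 665/615.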
TGFb SMAD3 inh – TGF-b pathway inhibition; HepG2 CAGA-GFP TGF-b/SMAD3 reporter, GFP fluorescence, 18 h; TGF-beta stimulated, 500 pg/mL final; Potency, µM (doses to about 46.1 µM), without a hit: at the highest dose activity, negative = inhibition, actives largely listed as inhibitors; 1.2% of 410,000 active; AID 588855; note: potency is the fitted concentration of half-maximal effect; % is set by controls: 0 for no effect and ±100 for the full control effect; nearly all actives have a fitted effect of over 65% in size
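First, reporter cells (HEPG2 CAGA-GFP) rested 2 h at 37 degrees C. Next, compounds were pinned in and TGF-beta added to 500 pg/mL final. After 18 h, GFP was imaged per cell and summed per well.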
Abeta yeast res – A-beta toxicity reversal in yeast; yeast expressing A-beta42, growth rescue, OD600, 48 h; response scale: 0% DMSO, 100% iron-clioquinol control; Potency, µM (highest dose often 46.1 µM), without a hit: at the highest dose growth rescue, most hits filed as activators; 0.063% of 410,000 active; note: potency is the fitted concentration of half-maximal effect; nearly all actives have a fitted effect of over 55% in size
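Yeast growth medium received pinned compounds, then yeast cells expressing toxic A-beta were added; plates incubated at 30 C for 48 hr. Growth read as absorbance at 600 nm, normalized to DMSO and equimolar FeCl3 plus clioquinol controls.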
Nrf2 activator – activators of Nrf2 (ARE) signaling; AID 624171; AREc32 ARE-luciferase reporter (MCF7-derived line), luminescence, 24 h; 0.31% of 410,000 active; Potency, µM (doses to about 46.1 µM), without a hit: top-dose activation, most hits filed as activators; note: potency is the fitted concentration of half-maximal effect; % of control where 0% means no effect; nearly all actives have a fitted effect of over 65% in size
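Each well held 1000 AREc32 cells, which were incubated with compound for 24 hr at 37 deg C after overnight attachment, and ARE reporter activity was quantified by firefly luciferase luminescence.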
pAkt inh – blocks phosphorylation of Akt | Neuro2A IGF-stimulated pAkt S473 HTRF, 20 min; hits give low values | activity change, % for hits at 50 µM | 0.32% of 360,000 active | AID 651550; in the data active = activity change below about -80%; inconclusive = mostly about -51% to -80%; note: % is set by controls: 0 for no effect and ±100 for the full control effect
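Neuro2A cells in DMEM with 0.5% FBS, overnight at 37 deg C, given compound at single 50 µM final, then IGF (6 nM final) for 20 min at 37 deg C. Lysed; phospho-Akt Ser473 by HTRF after 24 h, 665/615 ratio.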
Nrf2 inh – Nrf2 pathway inhibition; Potency, µM (doses to about 46 µM), for inactives: at the top dose activity change, negative = inhibition, most hits filed as inhibitors; A549 ARE-Fluc reporter, luciferase luminescence, 18-24 h; 2.1% of 360,000 active; note: potency is the fitted concentration of half-maximal effect; % is set by controls: 0 for no effect and ±100 for the full control effect; nearly all actives have a fitted effect of over 60% in size
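Two sequential reads on A549 ARE_Fluc cells exposed to compound for 18-24 h: a CellTiter-Fluor fluorescence read for viability, then a luciferase luminescence read for Nrf2/ARE activity.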
A549 tox – A549 cytotoxicity, counter-screen for Nrf2 inhibitors | 0.16% of 390,000 active | A549 ARE-Fluc cells, CellTiter-Fluor viability, 18-24 h | Potency, µM (highest dose often 46 µM), for inactives: at the highest dose activity change, negative = cytotoxicity, actives largely listed as inhibitors; note: potency is the fitted concentration of half-maximal effect; % is set by controls: 0 for no effect and ±100 for the full control effect
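A549 ARE_Fluc cells in 5% FBS OPTI-MEM were exposed to compounds in concentration-response for 18-24 h at 37 deg C. Viability was read by CellTiter-Fluor fluorescence (Ex 405/Em 525) after 30 min, before the luciferase read.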
* = called active by the depositor; i = inactive; u = inconclusive; x = no result given; & = joins results of further samples; [ ] = another dose, or the depositor's remark. Unless noted, calls come from the whole dose curve; as a rule, active = well fitted curve in the direction sought with a large enough effect; inconclusive = small, poorly fitted or top-dose-only effect, or another doubt; inactive = no such curve, though single readings can be large; an effect the other way counts as inactive or inconclusive.

The line under a structure holds: Nrf2 activator	A549 tox	pAkt inh	Mm-Cpn inhibitor	TGFb SMAD3 inh	HepG2 viability	CCT chaperon mod	Abeta yeast res	Nrf2 inh
1) COC(=O)CN1C(=S)N(c2ccc(F)cc2)C(=O)C1CC(=O)Nc1ccccc1 (stereo not given)
→ -0.1%	1%	i	1%	19%	-18%	-1.3	21%	-15%
2) Cc1ccc(-c2cc(C(=O)O)c3ccccc3n2)s1
→ 0.0%	0%	i	-16%	-2%	-33%	-1.9	-9%	19%
3) O=[N+]([O-])c1ccc(O)c(/C=N/n2cnc3ccccc32)c1
→ 0.5%	-22%	i	0%	u	3%	2.8	-44%[inhibitor]	-16%
4) C=CCOc1ccc(C(=O)O)cc1Cl
→ -1.6%	1%	i	0%	u	-10%	-2.8	-20%	-5%
5) COc1cccc(CNC[C@H]2O[C@@H](n3ccc(N)nc3=O)[C@H](O)[C@@H]2O)c1OCc1ccc(F)cc1Cl
→ 3.4%	x	i	x	-1%	-8%	2.1	-2%	x
6) COCCN1C[C@@H](CO)O[C@@H](n2cnc3c(N4CCN(C)CC4)ncnc32)C1
→ 0.4%	x	i	x	5%	4%	-0.8	0%	x
7) O=C(OC12CC3CC(CC(C3)C1)C2)c1ccc(NCc2cc(O)ccc2O)cc1
→ u	u	i	x	u	-82%	-24	-80%[inhibitor]	-17%
8) CCC(=O)NC(=S)Nc1ccc(NC(=O)c2cc3ccccc3o2)c(OC)c1
→ 6.0%	0%	i	-6%	-15%	1%	-0.7	7%	6%
9) CCOC(=O)C1(Cc2cccc(OC)c2)CCN(Cc2cccc(OC)c2O)CC1
→ 0.8%	0%	i	2%	0%	-17%	-0.7	-9%	-10%
10) O=C(Nc1nc(-c2ccccn2)cs1)Nc1ccc(F)cc1F
→ 2.1%	-19%	i	-1%	u	-4%	-0.7	u	u
11) CCCN(CCC)C(=O)C1CCCN(S(=O)(=O)c2cc(Br)cc3c2N(C(=O)CC)CC3)C1 (stereo not given)
→ 0.1%	4%	x	x	u	-5%	x	-11%	-14%
12) C/C(=N/NC(=O)c1ccncc1)c1ccccc1
→ 0.5%	-4%	i	-1%	2%	4%	1.3	1%	u
13) CC(NC(=O)CCc1ccccc1)c1cc2c(cc1Cl)OCCO2 (stereo not given)
→ 1.2%	4%	i	-1%	-3%	-3%	-0.9	-24%	-14%
14) CCOC(=O)CCC(=O)c1c(C)oc2ccc(OC)cc12
→ u	-1%	i	0%	u	-1%	0.4	5%[9.22 µM]	x
15) CC(C)(C)OC(=O)C[C@H]1C/C=C\C[C@@H](CC(=O)N(CCO)Cc2ccccc2)C(=O)N2CCC[C@H]2COC1=O
→ 2.8%	3%	i	3%	u	-24%	1.0	-7%	21%
16) c1ccc(Cc2nn3c(COc4ccccc4)nnc3s2)cc1
→ -0.2%	-9%[1.84 µM]	i	-4%	-1%	-20%	1.3	-9%	20%
17) c1csc(Cc2nc(-c3ccc(-n4cccc4)cc3)no2)c1
→ 7.0%	2%	i	x	-17%	-37%	-0.1	-7%	2%
18) CC(C)C(C(=O)Nc1sc2c(c1C#N)CCCCC2)N1C(=O)c2ccccc2C1=O (stereo not given)
→ 2.4%	-1%	i	-2%	-26%	2%	2.4	11%	x
19) O=C(CN1C(=O)/C(=C/c2ccco2)SC1=S)NC1CCS(=O)(=O)C1 (stereo not given)
→ 12%	-17%	i	-5%	7%	14%	0.2	15%	10%
20) CCOc1ccc2c(c1)s/c(=N\S(=O)(=O)c1ccc(OC)cc1)n2C(F)F
→ 0.6%	2%	i	x	-6%	-1%	1.1	0%	u
21) COc1ccc(C(=O)N(Cc2ccc(N(C)C)cc2)CC2CCCO2)cc1 (stereo not given)
→ 0.5%	-7%	x	x	-27%	-1%	x	-5%	4%
22) Cc1ccc(C2/C(=C(\O)c3c(C)nc4ccccn34)C(=O)C(=O)N2CCN(C)C)o1 (stereo not given)
→ 6.8%	4%	i	2%	-5%	6%	1.7	-2%	-5%
23) CCN(CC)CC(=O)n1c2c(c3ccccc31)CCCC2
→ -1.0%	1%	i	-1%	15%	2%	-2.5	5%	-13%
24) CC[C@@H]1Cc2[nH]c(=O)[nH]c(=O)c2[C@H](c2ccc(Cl)cc2)O1
→ -1.3%	x	i	x	x	x	1.6	0%	x
25) COc1ccc2c(c1)C(=O)OC2CC(=O)O (stereo not given)
→ -0.7%	-6%	i	0%	6%	7%	-2.1	19%	-40%
26) CN(CCc1ccccn1)C(=S)Nc1ccc(Cl)c(Cl)c1
→ 4.9%	-19%	i	-4%	-18%	-4%	-0.4	-2%	-2%
27) O=C(OCc1ccccc1F)c1ccc(-c2nnn(Cc3ccccc3)n2)cc1
→ -0.9%	13%	x	x	0%	-19%	x	-21%	7%
28) CCn1c(C(=O)NCc2ccccc2Cl)cc2sc(Cl)cc21
→ 5.8%	-1%	x	x	x	-36%	x	3%	u
29) CCSc1nnc(NC(=O)CSc2nccn2-c2cc(C)cc(C)c2)s1
→ -0.5%	1%	i	-1%	14%	-7%	-0.7	19%	x
30) CC1CC(C)CN(C(=O)COC(=O)c2ccc[nH]c2=O)C1 (stereo not given)
→ -0.4%	-5%	i	1%	-7%	-4%	-1.9	0%	-15%
31) COc1ccc(Cn2ccc3nc(C)c(C(=O)NCc4ccc(SC)cc4)cc3c2=O)cc1
→ -1.1%	2%	x	x	1%	0%	x	12%	-23%
32) COc1ccc(Cl)cc1N(CC(=O)Nc1ccccc1C(=O)N1CCCC1)S(C)(=O)=O
→ -0.6%	-8%	i	-2%	2%	-13%	-1.0	-11%	1%
33) CSC(=NC#N)N1CCN(C(=NC#N)SC)CC1
→ 15%	-11%	i	0%	-3%	-14%	0.1	-4%	u
34) CC1(C(=O)NCc2cccc(C(F)(F)F)c2)CCN1Cc1ccc(-c2ccccc2)o1 (stereo not given)
→ 7.2%	x	i	x	u	-93%	1.6	-1%	x
35) CC(=O)Nc1ccc(NC(=O)CSc2nnnn2-c2ccc3c(c2)OCCO3)cc1
→ -0.4%	7%	i	-8%	-15%	-3%	-0.3	-8%	-9%
36) COc1ccccc1NC(=O)c1c(C)nc2ccccc2c1C(=O)O
→ -0.3%	0%	i	-1%	6%	-3%	1.0	-2%	-7%
37) Cc1ccc(OC(=O)C2CCN(C(=O)c3ccccc3C)CC2)c(Br)c1
→ 0.5%	0%	i	1%	-24%	-8%	-3.0	-5%	-19%
38) Cn1c(-c2sc3cc(C(F)(F)F)cnc3c2-c2ccccn2)n[nH]c1=S
→ 0.9%	-10%	i	-3%	-3%	1%	-9.3	-2%	0%
39) COc1cc(N/C(N)=N/c2nc(C)cc(C)n2)c(OC)cc1Cl
→ -0.3%	2%	i	2%	-14%	-36%	2.1	-12%	17%
40) CCCCCC(=O)Nc1sc(C)c(C)c1C#N
→ u	2%	i	-1%	-29%	-23%	1.4	20%	25%
41) C=CCOc1c(Br)cc(CNc2ccc(NC(=O)C(C)C)cc2)cc1OCC
→ 0.6%	6%	i	2%	-31%	-14%	-2.6	-2%	-14%
42) O=C1N(CN2CCC3(CC2)OCCO3)c2ccccc2C12OCCCO2
→ 0.2%	3%	i	1%	-29%	7%	1.5	9%	-14%
43) CCOc1ccc(N2C(=O)Nc3ccccc3C2(O)C(=O)NCc2ccco2)cc1 (stereo not given)
→ -0.3%	-4%	i	-5%	-1%	-18%	1.7	-7%	6%
44) COc1cc(OC)c(/C=N/NC(N)=S)cc1Br
→ 5.4%	10%	i	-5%	5%	2%	0.8	12%	3%
45) C=CCNC(=O)CSc1ncc2c(n1)-c1c(csc1SC)CC2
→ -0.6%	0%	i	-14%	-10%	-6%	-5.0	-7%	-21%

An excerpt from above, showing only HepG2 viability:
nr | SMILES | HepG2 viability
20 | CCOc1ccc2c(c1)s/c(=N\S(=O)(=O)c1ccc(OC)cc1)n2C(F)F | -1%
7 | O=C(OC12CC3CC(CC(C3)C1)C2)c1ccc(NCc2cc(O)ccc2O)cc1 | -82%

Looked up above.
cpd 34 in Nrf2 activator is listed with 7.2%
cpd 40 in Nrf2 inh is listed with 25%

Carrying on:
The line under a structure holds: Nrf2 activator	A549 tox	pAkt inh	Mm-Cpn inhibitor	TGFb SMAD3 inh	HepG2 viability	CCT chaperon mod	Abeta yeast res	Nrf2 inh
46) CCOc1ccccc1Oc1coc2cc(OCC(=O)O)ccc2c1=O
→ -0.2%	1%	i	1%	0%	5%	-1.4	2%	4%
47) CCOc1ccc(NC(=O)c2ccc3c(c2)nnn3C2CCCC2)cc1
→ -0.6%	-7%	x	x	u	-3%	x	-8%	9%
48) COC(=O)[C@H](Cc1ccccc1)NS(=O)(=O)N[C@@H](Cc1ccccc1)C(=O)OC
→ -0.3%	-3%	i	0%	-26%&-13%	-17%&18%	-0.4	1%	-8%
49) CCC1=NN(C(=O)c2ccccc2O)C(O)(c2ccccc2)C1 (stereo not given)
→ u	-21%	i	1%	13µM*	14µM*	-3.2	-20%	-13%
50) Cc1ccc(NC(=O)c2cc(S(=O)(=O)N3CCCC3)c[nH]2)c(C)c1
→ 0.7%&5.3%	1%&-2%	i	-5%	-1%&-1%	-2%&-9%	-1.2	-6%&-9%	-14%&-2%
51) Cc1noc(C)c1COc1cccc(C(=O)Nc2ccc(C#N)cc2)c1
→ 2.2%	2%	i	-2%	-5%	-22%	1.1	-9%	u
52) Cc1cc(C)cc(N2C(=O)CCN(Cc3ccccc3)C2=O)c1
→ -0.1%	-6%	i	3%	0%	4%	1.3	-2%	-1%
53) CCCCN(C(=O)c1ccc2c(c1)OCCO2)c1c(N)n(CC(C)C)c(=O)[nH]c1=O
→ -0.6%	-6%	i	0%	19%	4%	-2.4	11%	-6%
54) Nc1nc(Br)c2c(F)cccc2c1-c1ccc(F)cc1
→ 4.5%	0%[1.84 µM]	i	-5%	u	-27%	-0.8	-18%	6%
